Source: PubChem BioAssay
HP1b binding inh = HTS for Inhibitors of HP1-beta Chromodomain Interactions with Methylated Histone Tails; AlphaScreen HP1-beta / biotin-H3K9me3 peptide binding; Potency, µM (top dose mostly 114 µM), without a hit: at the highest dose activity change, negative = inhibition, actives largely listed as inhibitors; actives 0.56% (n = 390,000); AID 540317, 2011; note: nearly all actives have a fitted effect of over 70% in size; inactives centre near 23
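AlphaScreen: HP1-beta (50 nM) preformed 30 min with biotin-H3(1-18)K9me3 peptide (50 nM) in PBS pH 7.4, 0.01% Tween-20. Compound added for 30 min at RT, then streptavidin donor/nickel chelate acceptor beads (10 ug/mL) for 30 min.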
Tb PGK inh = qHTS Assay to Find Inhibitors of Phosphoglycerate Kinase; Phosphoglycerate kinase, glycosomal (Trypanosoma brucei brucei), P07378; PGK/GAPDH coupled, Kinase-Glo luminescence, 60 min; Potency, µM (titrated, usually from 57.5 µM), for inactives: top-dose activity change, negative = inhibition, actives largely listed as inhibitors; actives 0.043% (n = 380,000); note: % is set by controls: 0 for no effect and ±100 for the full control effect; nearly all actives have a fitted effect of over 60% in size
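Luminescent ATP detection (Kinase-Glo Plus) follows a 60-minute room-temperature incubation, with wells lacking PGK as controls. Buffer: 100 mM TEA (pH 7.6), 5 mM MgCl2, 0.01% Tween-20. Coupling enzyme GAPDH (100 nM final) supplies unstable 1,3-BPG in-well.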
Pin1 inhibitor = qHTS Assay to Find Inhibitors of Pin1; Peptidyl-prolyl cis-trans isomerase NIMA-interacting 1 (Homo sapiens), Q13526; Pin1 FP peptide displacement, HiFluor488, 10 min; Potency, µM (doses to about 115 µM), without a hit: at the highest dose activity, negative = inhibition, actives largely listed as inhibitors; actives 0.009% (n = 390,000); active = well fitted inhibition curve with a large enough effect in the polarisation, with a control signal flat, not every such curve was filed as active; inconclusive = small, poorly fitted or top-dose-only effect, or effect the other way, or a change in a side signal; inactive = no such curve, though single readings can be large or run the other way; the % refers to the polarisation; note: % is set by controls: 0 for no effect and ±100 for the full control effect
JMJD2A Tudor inh = qHTS Assay for Inhibitors of JMJD2A-Tudor Domain | AlphaScreen JMJD2A-Tudor / H3K4me3 peptide binding | Potency, µM (top dose mostly 114 µM), inactives show top-dose activity change, negative = inhibition, hits mostly inhibitors | actives 4.4% (n = 390,000) | Lysine-specific demethylase 4A (Homo sapiens), O75164; note: % is set by controls: 0 for no effect and ±100 for the full control effect; nearly all actives have a fitted effect of over 50% in size
Target sequence (O75164 whole entry, looked up, the tested form may be a part): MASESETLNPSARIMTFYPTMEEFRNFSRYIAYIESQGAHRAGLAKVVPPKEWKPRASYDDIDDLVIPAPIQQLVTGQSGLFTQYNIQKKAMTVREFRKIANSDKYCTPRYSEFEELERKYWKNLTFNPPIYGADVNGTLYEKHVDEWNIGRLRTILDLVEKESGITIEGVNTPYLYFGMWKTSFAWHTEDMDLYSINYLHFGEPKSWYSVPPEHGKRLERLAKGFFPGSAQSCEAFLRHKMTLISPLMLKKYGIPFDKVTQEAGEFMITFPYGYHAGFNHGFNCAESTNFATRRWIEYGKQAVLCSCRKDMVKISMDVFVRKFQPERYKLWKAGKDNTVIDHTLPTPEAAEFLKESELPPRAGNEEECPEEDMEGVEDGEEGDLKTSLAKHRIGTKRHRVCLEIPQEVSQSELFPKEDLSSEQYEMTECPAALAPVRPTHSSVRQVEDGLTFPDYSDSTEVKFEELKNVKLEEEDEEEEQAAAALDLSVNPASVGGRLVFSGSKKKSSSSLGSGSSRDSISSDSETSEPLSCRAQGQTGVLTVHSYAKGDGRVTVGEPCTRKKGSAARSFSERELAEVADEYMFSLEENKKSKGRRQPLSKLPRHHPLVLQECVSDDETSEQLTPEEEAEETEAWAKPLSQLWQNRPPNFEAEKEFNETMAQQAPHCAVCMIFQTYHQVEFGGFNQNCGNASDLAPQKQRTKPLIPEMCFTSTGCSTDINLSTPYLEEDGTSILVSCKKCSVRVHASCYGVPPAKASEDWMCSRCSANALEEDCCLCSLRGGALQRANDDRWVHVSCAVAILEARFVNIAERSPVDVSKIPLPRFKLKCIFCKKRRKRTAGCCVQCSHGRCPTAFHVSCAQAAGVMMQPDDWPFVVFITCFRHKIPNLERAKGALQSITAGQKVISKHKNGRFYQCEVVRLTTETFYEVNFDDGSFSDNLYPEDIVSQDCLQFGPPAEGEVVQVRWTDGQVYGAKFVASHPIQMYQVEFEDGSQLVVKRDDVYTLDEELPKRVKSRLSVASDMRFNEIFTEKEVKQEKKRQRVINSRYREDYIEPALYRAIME
ERG-DNA inh = qHTS for Small Molecule Inhibitors of the ERG Ets/DNA interaction; Transcriptional regulator ERG (Homo sapiens), P11308; fluorescence polarization, His-ERG Ets domain / labelled DNA; Potency, µM (series often up to 76.9 µM), for the others: top-dose FP activity, negative = inhibition, usual class: inhibitors; actives 0.028% (n = 370,000); AID 624246, 2012; active = well fitted inhibition curve with a large enough effect in the polarisation, with a control signal flat; inconclusive = small, poorly fitted or top-dose-only effect, or effect the other way, or a change in a side signal; inactive = no such curve, though single readings can be large or run the other way; the % refers to the polarisation;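 note: polarization taken with two DNA probes labelled with fluorescein and Texas red; % of control where 0% means no effect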
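His-tagged ERG Ets domain (1 uM in the protein solution; 300mM KCl, 50mM Tris-HCl, 1mM EDTA, 1mM DTT, pH 7.5) received compound, then a probe mix of 5 nM fluorescein-DNA and 100nM Texas-615-DNA. Fluorescence polarization was read for both dyes.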
GLS inh = qHTS for Inhibitors of Glutaminase (GLS); Glutaminase kidney isoform, mitochondrial (Homo sapiens), O94925; GLS enzymatic activity, qHTS titration; Potency, µM (titrated, usually from 45.5 µM), for inactives: at the top dose activity change, negative = inhibition, usual class: inhibitors; actives 0.21% (n = 410,000); note: % is set by controls: 0 for no effect and ±100 for the full control effect
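Compounds were pin-transferred onto hKGA, after which L-glutamine (1 mM solution) and a detection mix of glutamate oxidase, HRP and Amplex Red were added. Initial and 30 min RT fluorescence reads were collected.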
rTrxR1 inhibitor = qHTS Assay for Inhibitors of Mammalian Selenoprotein Thioredoxin Reductase 1 (TrxR1): qHTS; Thioredoxin reductase 1, cytoplasmic (Rattus norvegicus), O89049; recombinant rTrxR1, NADPH fluorescence consumption, selenite substrate; Potency, µM (series often up to 114 µM), for inactives: top-dose activity change, negative = inhibition, hits mostly inhibitors; actives 1% (n = 390,000); note: % is set by controls: 0 for no effect and ±100 for the full control effect; nearly all actives have a fitted effect of over 65% in size
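Rat TrxR1 (90 nM in the dispensed reagent) was pre-reduced with 400 uM NADPH for 5 min at room temperature, then incubated with compound for 15 min. After 400 uM selenite was added, NADPH fluorescence (Ex 340/Em 450 nm) was followed for 8 min.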
RGS4 inhibitor = Inhibitors of Regulator of G Protein Signaling (RGS) 4: qHTS | actives 0.039% (n = 390,000) | Transcreener GDP fluorescence polarization, RGS4-accelerated GTP hydrolysis | Potency, µM (highest dose often 114 µM), for the others: at the highest dose activity change, negative = inhibition, usual class: inhibitors | Regulator of G-protein signaling 4 (Homo sapiens), P49798; note: % is set by controls: 0 for no effect and ±100 for the full control effect; nearly all actives have a fitted effect of over 75% in size; some results filed as inactive show a strong effect at the top dose
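MLSMR compounds (23 nl, pin-transferred) preincubated 10 min at room temperature with a 500nM (2x) first reagent, then RGS4 at 900nM (2x) plus Transcreener GDP mix added; fluorescence polarization (620/688 nm) read before and after 90 min at 30 °C.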
12-LOX inh = Primary qHTS assay for inhibitors of human arachidonate 12S-lipoxygenase (ALOX12): Round 2. purified 12hLO, xylenol orange hydroperoxide absorbance. AID 1671190, 2021. Polyunsaturated fatty acid lipoxygenase ALOX12 (Homo sapiens), P18054. actives 1.1% (n = 580,000). Potency, µM (series often up to 108 µM), for the others: top-dose activity change, negative = inhibition, actives largely listed as inhibitors; note: % is set by controls: 0 for no effect and ±100 for the full control effect
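Hydroperoxide product was detected by ferrous iron/xylenol orange as the 573 to 405 nm absorbance ratio. Arachidonic acid at 40 uM (final) was turned over for 30 min at room temperature by 150 nM human 12hLO, pH 7.0 Hepes buffer, after 15 min compound preincubation.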
* marks the source's active call; other numbers are inactive results; i = inactive; u = inconclusive; x = not tested or not shown; & = joins results of further samples; [ ] = dose if it differs, or a comment. Unless noted, calls come from the whole dose curve; as a rule, active = well fitted curve in the direction sought with a large enough effect; inconclusive = small, poorly fitted or top-dose-only effect, or another doubt; inactive = no such curve, though single readings can be large; an effect the other way counts as inactive or inconclusive. Potency is the fitted concentration of half-maximal effect.

Results follow in this order: 12-LOX inh, ERG-DNA inh, JMJD2A Tudor inh, RGS4 inhibitor, HP1b binding inh, GLS inh, Tb PGK inh, rTrxR1 inhibitor, Pin1 inhibitor
> O=C1N/C(=N\S(=O)(=O)c2ccccc2)S/C1=C\c1cc([N+](=O)[O-])ccc1O
 : -19%, 42%[activator], -17%, -11%, 6%, 24%, -12%, -14%, u
> Cc1nn(Cc2c(F)cccc2Cl)c(C)c1NC(=O)C1CC1
 : -5%, 11%, -10%, -15%, 47%[activator], -12%, -5%, 13%[57.1 µM], 4%
> COc1ccc(C(=O)Nc2ccc(OCc3ccccc3)cc2)cc1[N+](=O)[O-]
 : 3%, 0%, -8%, -7%, 27%, x, -1%, 11%, 1%
> CCC1(C)CC(CCNS(=O)(=O)c2ccc(C)cc2)(c2ccc(C)cc2)CCO1 (centres undefined)
 : u, 0%, -1%, 16%, 28%, -1%, i, -5%, 7%
> O=C(NCc1ccc2c(c1)OCO2)c1ccc(Br)s1
 : -5%, 2%, -15%[11.4 µM], 21%[11.4 µM], 34%, -4%, i, 11%, -3%
> O=C(CN1CCN(CC(=O)Nc2ccccc2Cl)CC1)NCC1(N2CCCCC2)CCCCC1
 : 272%[activator], 0%, -21%, -10%, 31%[activator], 7%, -8%, 23%, 1%
> Cc1nn(CC(=O)NCc2ccc(F)cc2)c2ccccc12
 : -20%, 6%, -21%, 0%, 1%, -12%, -1%, 15%, -8%
> O=C(Nc1nccs1)c1cccnc1
 : 0%, -8%, u, -13%, 3%, 55%[activator], -3%, 4%[57.1 µM], -6%
> O=C(NCc1ccccc1)c1csc2c1CCCC2
 : -9%, -7%, -1%, 2%, 13%, -2%, 4%, 17%, 1%
> O=C(c1ccc(S(=O)(=O)N2CCCCC2)cc1)N1CCCC(C(F)(F)F)C1 (centres undefined)
 : 1%, -14%, -3%, -17%, 18%, -9%, -6%, 2%, -2%
> CCN(c1ccc(NC(=O)c2ccc(Cl)nc2)cc1)C(C)C
 : -5%, 10%, -15%, -15%, 29%, 0%, -1%, 7%, -1%
> CS(=O)(=O)NCCCNc1ccc(C(F)(F)F)cc1[N+](=O)[O-]
 : 13%, -3%, -14%, -18%, 9%, 0%, -6%, -18%, 3%
> Nc1nc(NC(=O)c2ccco2)nn1-c1ccccc1
 : 0%, x, -29%, 27%, 19%, 6%, x, 17%, -2%
> Cc1ccc(NC(=O)CS(=O)CC(=O)N2CCN(C3CCCC3)CC2)cc1 (centres undefined)
 : 8%, 2%, 6%, -13%, 19%, 0%, 2%, 10%, 0%
> COc1ccc(-c2cnn3c(N)c(S(=O)(=O)C(C)(C)C)cnc23)cc1
 : -10%, 7%, u, -20%, 4%, 5%, i, -3%, -1%
> CC(C)(C)c1ccc(C(=O)Nn2cnnc2)cc1
 : 0%, 2%, -9%, -10%, 35%[activator], -16%, -9%, 18%, -13%
> O=c1c2ccccc2oc2cc(C#Cc3ccccn3)ccc12
 : -1%, -2%, -19%, -20%, 81%[activator], -4%, 1%, 6%, 5%
> COc1cc(OC)cc(C(=O)Nc2ccc3nc(Nc4cccc(C(F)(F)F)c4)cc(C)c3c2)c1
 : -9%, 3%, -24%, -2%, -16%, 7%, -5%, 31%, 15%
> CCN(CC)S(=O)(=O)c1cccc(C(=O)Nc2ccccc2C(=O)Nc2ccc(Cl)cc2)c1
 : 6%, 1%, -10%, -30%, 30%, -3%, -3%, 16%[57.1 µM], 6%
> Cn1c(=NC(=O)C2CCCCC2)sc2cc([N+](=O)[O-])ccc21
 : -13%, -1%, -19%, 7%, 13%, 0%, -5%, 13%, -6%
> CSc1nc(C)cc(Oc2ccc(=O)[nH]n2)n1
 : -1%, -11%, -11%, -17%, -14%, 2%, -3%, 12%, -3%
> Cc1cc(C)cc(NC(=O)CCS(=O)(=O)c2cc3c4c(c2)CCN4C(=O)CC3)c1
 : u, 2%, 5%, -28%, 34%, -6%, -4%, 18%[57.1 µM], -1%
> COc1ccc(NC(=O)CNC(=O)Cc2ccccc2)cc1OC
 : -2%, 2%, 1%, 10%, 14%, -23%, 10%, -6%, 0%
> CC(C)C(=O)N1CCC(n2nccc2NC(=O)CCc2ccccc2)CC1
 : -6%, -8%, 25µM*, -28%[56.9 µM], 9%, u, 5%, -31%, 0%
> O=S(=O)(Nc1ccc(Cl)cn1)c1ccccc1
 : -25%, 1%, 2%, 19%, 23%, 4%, 0%, 14%[57.1 µM], -4%
> Cc1[nH]nc(SCC(=O)NC2CCCC2)c1[N+](=O)[O-]
 : -2%, 25%, -19%, 2%, 21%, 1%, i, 28%, -2%
> N#Cc1ccc(OCC(=O)N/N=C(\CCC(=O)O)c2cccs2)cc1
 : 1%, 3%, -11%, 1%, 27%, 3%, -2%, 12%[57.1 µM], -1%
> CCCn1c(N)c(N(CCOC)C(=O)c2cc(C)cc(C)c2)c(=O)[nH]c1=O
 : -12%, 5%, -3%, 2%, 15%, 2%, 4%, 7%, -9%
> CCCCN(C(=O)c1ccc2c(c1)OCO2)c1c(N)n(CCCC)c(=O)[nH]c1=O
 : x, -1%, -4%, -9%, 33%, 10%, -9%, 6%[57.1 µM], -3%
> COc1ccccc1N1CCN(C(=O)c2ccc(Cn3c(=O)[nH]c4ccsc4c3=O)cc2)CC1
 : -19%, u, -16%, 5%, 22%, 10%, 10%, -5%, u
> COc1ccc(NC(=O)C2CCCN(c3cnccn3)C2)cc1 (centres undefined)
 : -3%, -12%, -7%, -28%, 27%, -10%, -8%, 11%, -17%
> CC(Oc1ccc(Cl)cc1Cl)C(=O)NC1=NN(c2ccccc2)C(=O)C1 (centres undefined)
 : u, -4%, -32%[11.4 µM], -16%[11.4 µM], -1%, 1%, -2%, 2%[57.1 µM], u
> O=C1OCCN1C(=O)[C@H]1[C@H](c2ccc([N+](=O)[O-])cc2)C(c2cccc(Cl)c2)=NN1c1ccccc1
 : -20%, 3%, u, -1%, 2%, -1%, -6%, 17%[57.1 µM], -1%
> CCOC(=O)Cc1nnc(NC(=O)c2ncn[nH]2)s1
 : -3%, 4%, 2µM*, -33%, 14%, 1%, i, 20%, u
> Cc1cccc(NC(=O)c2cc(=O)c3ccccc3o2)c1
 : 6%&34%, 4%, -1%, -20%, 22%, 1%, i, 7%[57.1 µM], 2%
> Cc1cc(N/N=C/c2cccc(Cl)c2)nc(NCc2ccccc2)n1
 : 20%, -1%, u, -9%, -2%, 4%, -8%, 10%[57.1 µM], 1%
> Cc1ccc(C(=O)Nc2cccc(-c3cn4ccccc4n3)c2)cc1
 : 0%, 8%, -10%, -15%, 30%, -12%, -3%, 10%[57.1 µM], -2%
> O=C(Nc1ccc2c(c1)OCCO2)C1CCCN(S(=O)(=O)c2cccs2)C1 (centres undefined)
 : x, 6%, -8%, 12%, 25%, 3%, -3%, 8%[57.1 µM], -2%
> CCN(CC)S(=O)(=O)c1ccc(NC(=S)NC(=O)C2CCC2)cc1
 : 141%[activator], -2%, -14%, -19%, 23%, 5%, -3%, -21%, 0%
> Cc1cc(NC(=O)c2ccco2)sc1C
 : 1%, x, -21%, -15%, 12%, 2%, -14%, -10%, -2%
> CCCN(c1ccc(OCC)cc1)S(=O)(=O)c1ccc2c(c1)CCN2C(=O)CCC(=O)O
 : -20%, 0%, -11%, 24%, 15%, 6%, 5%, 5%, 5%
> O=C(/C=C\Nc1ccc(Cl)cn1)c1ccc(Br)cc1
 : -25%, 0%, -17%, -5%, 15%, 2%, i, 4%[57.1 µM], 25%
> Cc1ccc2[nH]c3c(=O)n(CCc4cnc[nH]4)cnc3c2c1
 : 0%, 11%, u, -2%, 18%, 6%, -10%, -9%, 3%
> Cc1cnc(C(=O)Nc2ccccc2F)cn1
 : 2%, -9%, 11%, -12%, 13%, 14%, -13%, -13%, 0%
> COC(=O)c1cccc(C23CC4(C2)[C@H](CN(Cc2ccc(C(F)(F)F)cc2)[C@@H]4c2ccccc2)C3c2ccccc2)c1 (some centres undefined)
 : x, -14%, -14%, -29%, 41%[activator], 3%, -9%, -18%, 54%[activator]
> COc1cccc(CN2CC(C(=O)NC3CCCCCC3)CCC2=O)c1 (centres undefined)
 : -17%, 5%, -10%, 3%, 28%, -10%, -8%, 39%[activator], 1%
> CCOC(=O)c1c(C)n(C)c2ccc(OCC(O)Cn3nc(C)cc3C)cc12 (centres undefined)
 : 0%, 2%, 6%, -35%, 23%, x, 2%, 6%, 4%
> CN1/C(=C/C2CC(=O)NC2=O)C(C)(C)c2ccccc21 (centres undefined)
 : -23%, 1%, -27%, -43%, 26%, 2%, -4%, u, u
> COc1ccccc1CNS(=O)(=O)c1c(C)noc1C
 : -9%, 11%, 0%, 28%, 35%[activator], 0%, -5%, 2%, -13%

Some of the compounds tested. The share of hits here may be higher or lower than overall.
